Screening data as filed in PubChem BioAssay.
TRPML3 agonist = human TRPML3 channel agonists, primary screen, cell-based, HEK293 TRPML3-YFP, Fluo-8 calcium fluorescence, 3 µM; Mucolipin-3 (Homo sapiens), Q8TDD5; 100% = the carbachol control signal; activation, % at 3 µM; 220,000 compounds, 0.29% hits;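 active = activation above its plate's cutoff, the mean activation of the plate's test wells plus 3 SD, cut at about 12% in these data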;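 note: 0% = DMSO only wells and 100% = carbachol wells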
Target sequence (Q8TDD5 whole entry, looked up): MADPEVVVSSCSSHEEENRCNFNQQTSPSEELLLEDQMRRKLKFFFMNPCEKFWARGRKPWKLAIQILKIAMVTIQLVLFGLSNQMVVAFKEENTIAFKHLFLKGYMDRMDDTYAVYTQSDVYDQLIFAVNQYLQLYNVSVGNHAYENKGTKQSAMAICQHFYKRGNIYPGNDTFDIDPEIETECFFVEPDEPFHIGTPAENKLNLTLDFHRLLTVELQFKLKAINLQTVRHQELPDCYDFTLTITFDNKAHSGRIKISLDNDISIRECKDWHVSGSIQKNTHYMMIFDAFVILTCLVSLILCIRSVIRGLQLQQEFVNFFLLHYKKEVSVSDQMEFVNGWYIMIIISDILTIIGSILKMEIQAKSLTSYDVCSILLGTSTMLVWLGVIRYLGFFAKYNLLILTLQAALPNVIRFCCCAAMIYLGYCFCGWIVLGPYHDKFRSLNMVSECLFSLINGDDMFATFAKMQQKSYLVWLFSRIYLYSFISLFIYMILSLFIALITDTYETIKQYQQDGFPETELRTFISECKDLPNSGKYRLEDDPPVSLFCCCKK
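Material: TRPML3-YFP stable HEK293 cells | Dosing: One concentration, 3 µM nominal, 0.3% DMSO | Timing: 125 s total fluorescence read per well | Technique: Fluo-8 calcium dye fluorescence, ex 470-495, em 515-575 nm | Measure: Percent activation from peak-to-basal fluorescence ratio, scaled between DMSO and carbachol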
Wee1 degr inh = Wee1 degradation inhibitors, primary screen, cell-based, HeLa, Wee1K328M-luciferase, luminescence; Wee1-like protein kinase (Homo sapiens), P30291; HeLa Luc-Wee1K328M stability; 100% = proteasome inhibitor MG132 effect; reporter increase, % at 5 µM; 220,000 compounds, 1.2% hits;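 active = activation above the mean of all tested compounds plus 3 SD, set per screening run, cut at about 8.8% in these data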;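 note: cells exposed to compound for 20 h before luminescence read; 0% = DMSO alone and 100% = MG132 at 30 µM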
TNF necrop inh = inhibitors of TNF-alpha triggered necroptosis, primary screen, cell-based, Jurkat FADD-/-, single concentration; 220,000 compounds, 0.068% hits; activation (protection from cell death), % at 10 µM; Jurkat FADD-/- TNF necroptosis rescue, ATP luminescence, 24 h; 0 = TNF only, 100 = no-TNF cells;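 active = activation, meaning protection from cell death, of at least 50% relative to plate controls; inactive = activation below 50%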;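 note: necroptosis triggered by 40 ng/mL TNF-alpha added together with compound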
PPC-1+TRAIL kill = compounds killing PPC-1 cancer cells with TRAIL present, primary screen, TRAIL potentiator project, ATPLite luminescence, uHTS; PPC-1 cells + TRAIL, ATPLite viability luminescence; cell killing (% activity), % at 4 µM; 220,000 compounds, 0.41% hits; AID 1443, 2008;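 active = cell killing above 50% in the first pass at 4 µM, then a duplicate retest at 5 µM averaging 50% or more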;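 note: plate controls were cells with TRAIL plus DMSO for no effect and medium-only wells lacking cells for full effect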
Ba/F3 V617F tox = reduced viability of JAK2V617F-dependent Ba/F3 cells, primary screen, JAK2V617F inhibitor project, cell-based, Ba/F3 EpoR-JAK2V617F, luminescence; ATP luminescence; inhibition, % at 5.6 µM; 220,000 compounds, 1.1% hits; AID 1446, 2008;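 active = inhibition above the campaign mean plus 3 SD over all tested compounds, cut at about 24% in these data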;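 note: cytokine-independent growth of Ba/F3 cells driven by EpoR plus mutant JAK2; 0% = DMSO-treated cells and 100% = JAK inhibitor I control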
CHOP inhibitor = inhibitors of CHOP promoter induction, primary screen, cell-based, unfolded protein response, luciferase reporter; inhibition, % at 10 µM; 220,000 compounds, 3.8% hits; CHO-K1 CHOP-promoter luciferase, tunicamycin-induced, 15-18 h;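 active = compounds that reduced the stress-induced luciferase reporter signal by more than about 70% of percent inhibition, limit read from the data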;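 note: 0% = tunicamycin plus vehicle and 100% = wells without tunicamycin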
BaF3 tox = parental Ba/F3 cell viability inhibition, counter-screen for JAK2V617F inhibitor project, murine pro-B, CellTiter-Glo luminescence; CellTiter-Glo ATP luminescence; inhibition, % at 5.6 µM; 220,000 compounds, 1.1% hits;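 active = inhibition above a per-campaign cutoff, the mean inhibition of all tested compounds plus 3 SD, cut at about 27% in these data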;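 note: 0% = DMSO wells and 100% = JAK Inhibitor I control wells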
zfTRPN1 agonist = zebrafish TRPN1 channel agonists, primary screen, cell-based, HEK293, calcium fluorescence; transient receptor potential cation channel N1 (TRPN1/NompC), Danio rerio; HEK293 zebrafish TRPN1-YFP, Fluo-8 calcium fluorescence; 100% = response to 87 µM carbachol; activation, % at 3 µM; 220,000 compounds, 0.18% hits; AID 1424, 2008;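 active = activation above its plate's cutoff, the mean activation of test wells on that plate plus 3 SD, cut at about 19% in these data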;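 note: 0% = DMSO alone and 100% = 87 µM carbachol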
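System: zebrafish TRPN1-YFP in HEK293 cells / Dosing: 3 µM single point / Timing: dye loading 1 h at 37 °C, then 30 min room temperature / Signal: Fluo-8 calcium fluorescence, excitation 470-495 nm, emission 515-575 nm / Read-out basis: percent activation from peak over basal fluorescence ratio, control-normalized / Control set: high carbachol 87 µM, low DMSO alone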
RBBP9 inh = human RBBP9 inhibitors, primary screen, biochemical, fluorescence polarization, FP-Rh probe, HTS. AID 1515, 2009. Serine hydrolase RBBP9 (Homo sapiens), O75884. 220,000 compounds, 0.2% hits. recombinant RBBP9. inhibition, % at 7.94 µM;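 active = inhibition above the campaign mean of all tested compounds plus 3 SD, cut at about 14% in these data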;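 note: plate controls were DMSO wells with RBBP9 for no effect and wells lacking RBBP9 protein for full effect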
Target sequence (O75884 whole entry, looked up): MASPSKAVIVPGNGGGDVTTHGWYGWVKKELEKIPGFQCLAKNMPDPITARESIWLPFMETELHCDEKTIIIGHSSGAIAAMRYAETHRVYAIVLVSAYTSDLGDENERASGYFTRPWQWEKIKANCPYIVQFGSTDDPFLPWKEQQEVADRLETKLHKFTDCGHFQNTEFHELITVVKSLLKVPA
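System: RBBP9 protein / Quantity: 2.5 µM RBBP9 dispensing solution, before mixing / Also added: Serine-hydrolase probe FP-Rh, 375 nM pre-mixing / Dosing: 7.94 µM single dose, 0.794% DMSO / Timing: enzyme-compound preincubation 30 min, then probe labeling 45 min, 25 °C / Signal: FP readout at 525/598 nm / Controls: DMSO-treated enzyme wells and wells lacking RBBP9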
* = called active by the depositor.

SMILES	TRPML3 agonist	Wee1 degr inh	TNF necrop inh	PPC-1+TRAIL kill	Ba/F3 V617F tox	CHOP inhibitor	BaF3 tox	zfTRPN1 agonist	RBBP9 inh
COC(=O)c1ccc(S(=O)(=O)c2ccc(C(=O)OC)s2)s1	-0.1	-3	1.8	-4	-3	-3	-2	0.8	2
CCC1Oc2ccc(C)cc2N(CC(=O)N(Cc2cccnc2)Cc2cccc(F)c2)C1=O (configuration not stated)	0.2	1	0.9	18	-3	-18	3	2.7	5
COc1ccc(C(=O)OC/C(O)=C(\C#N)c2nc3ccccc3[nH]2)cc1S(=O)(=O)N1CCOCC1	-0.1	-2	-2.5	25	1	-17	6	0.2	-1
CN1/C(=C\C=N\NC(=O)c2ccccc2Br)C(C)(C)c2ccccc21	-0.6	5	-3.5	14	54*	43	62*	-0.4	-9
N#Cc1ccc(NC(=O)Nc2cccc(C#N)c2)cc1	12*	1	0.2	9	6	25	1	23*	-9
COc1ccc(CCC(=O)NCc2cn3ccccc3n2)cc1	-0.4	-1	0.2	22	1	-26	-1	0.2	0
Cc1[nH]c2ccccc2c1C(=O)COC(=O)c1c(-c2c(F)cccc2Cl)noc1C	0.6	-1	0.6	10	2	49	8	2.3	-19
CCCCOC(=O)C1[C@H]2C(=O)N(Cc3cccs3)C[C@]23C=C[C@H]1O3 (some centres not stated)	-0.1	2	-1.1	-18	0	5	4	-0.1	-3
COc1cccc(-n2nnnc2SCC(=O)Nc2nc3c(s2)CCCC3)c1	-0.5	-2	0.0	5	0	9	1	1.0	-7
O=C(CCCNC(=O)c1ccc(Cl)cc1)Nc1ccc(S(=O)(=O)Nc2ncccn2)cc1	0.1	-1	5.0	2	-4	7	1	-1.1	12
COC(=O)c1scc(C)c1S(=O)(=O)Nc1ccc(C)cc1	-0.8	2	-0.9	14	-2	13	4	-1.6	6
Cc1ccc(C2C(C#N)=C(N)SC(N)=C2C#N)o1	1.7	1	-5.3	-6	-3	30	-1	1.0	1
COc1ccc(CNC(=O)c2coc(=O)c3ccccc23)cc1	-0.2	0	1.6	-4	-2	1	-3	-0.1	4
NC(=O)N/N=C/c1ccccc1OC(=O)c1ccccc1Br	0.1	-1	0.7	18	1	23	2	0.3	-8
COC(=O)NC(=C(Cl)Cl)S(=O)(=O)c1ccccc1	0.5	0	-19	-3	19	-73	1	0.4	-7
O=C(CN1CCSCC1)N/N=C/c1ccc(F)cc1F	0.9	0	0.3	22	-4	20	1	-0.9	0
C/C(=N\NC(=O)COc1ccc(C)cc1Br)c1cc([N+](=O)[O-])cs1	0.5	4	-1.1	14	0	63	7	0.6	-5
Cc1cccc(Cn2ccc(NC(=O)c3ccc4c(c3)OCO4)n2)c1	1.0	7	0.2	30	1	19	4	0.6	-4
CC1Cc2nc(SCC(=O)N3CCN(c4ccccc4)CC3)n(C)c(=O)c2S1 (configuration not stated)	-0.8	-3	-1.3	5	-2	12	3	-1.2	0
C/C(=N\NC(=S)NCc1ccccc1)c1cccs1	-0.7	-2	-2.5	24	3	-18	7	-2.4	-5
O=C(CCCC(=O)N(CC(=O)NC1CCCC1)C1CCCC1)Nc1ccccn1	0.8	-3	-3.4	6	-3	-4	2	0.7	-8
COCCCNCCCCOc1ccc(C)cc1[N+](=O)[O-]	0.6	-3	1.0	30	1	47	9	0.2	-6
CCN(CC)S(=O)(=O)c1cccc(C(=O)OCC(=O)c2ccc3c(c2)NC(=O)CO3)c1	2.2	0	-2.2	5	-2	21	3	7.3	-6
COc1ccccc1NC(=O)CSCC(=O)N1c2ccccc2CCc2ccccc21	-1.3	-2	1.8	24	-2	25	0	-2.7	-8
CCn1c(SCC(=O)NC2CCCc3ccccc32)nnc1-c1cccs1 (configuration not stated)	-0.5	1	-0.6	10	-3	23	0	0.8	-4
Cc1[nH]c2ccccc2c1C(=O)COC(=O)C1CCC(=O)N1 (configuration not stated)	1.0	-3	-4.3	16	1	15	5	-2.2	0
O=C(O)c1[nH]c2ccccc2c1CC(=O)N1CCOCC1	0.1	7	0.0	2	-3	25	-1	0.9	5
Cc1cccc(NC(=O)c2ccc(NCC3CCCO3)c([N+](=O)[O-])c2)c1 (configuration not stated)	0.3	-1	3.4	10	-4	-38	1	-0.1	-9
C/C(=N\N1CCN(Cc2ccccc2)CC1)c1ccco1	0.7	0	0.5	16	-4	-5	10	0.7	-1
Nc1nnc(CSCc2ccc(F)cc2)s1	0.3	-1	2.4	14	0	-6	6	0.9	-6

By substructure: those above containing an aryl thioether with sulfur outside any ring
SMILES	TRPML3 agonist	Wee1 degr inh	TNF necrop inh	PPC-1+TRAIL kill	Ba/F3 V617F tox	CHOP inhibitor	BaF3 tox	zfTRPN1 agonist	RBBP9 inh
COc1cccc(-n2nnnc2SCC(=O)Nc2nc3c(s2)CCCC3)c1	-0.5	-2	0.0	5	0	9	1	1.0	-7
CC1Cc2nc(SCC(=O)N3CCN(c4ccccc4)CC3)n(C)c(=O)c2S1 (configuration not stated)	-0.8	-3	-1.3	5	-2	12	3	-1.2	0
CCn1c(SCC(=O)NC2CCCc3ccccc32)nnc1-c1cccs1 (configuration not stated)	-0.5	1	-0.6	10	-3	23	0	0.8	-4

Arranged by heavy-atom count (falling): part of the list above
SMILES	TRPML3 agonist	Wee1 degr inh	TNF necrop inh	PPC-1+TRAIL kill	Ba/F3 V617F tox	CHOP inhibitor	BaF3 tox	zfTRPN1 agonist	RBBP9 inh
COc1ccc(C(=O)OC/C(O)=C(\C#N)c2nc3ccccc3[nH]2)cc1S(=O)(=O)N1CCOCC1	-0.1	-2	-2.5	25	1	-17	6	0.2	-1
C/C(=N\N1CCN(Cc2ccccc2)CC1)c1ccco1	0.7	0	0.5	16	-4	-5	10	0.7	-1
N#Cc1ccc(NC(=O)Nc2cccc(C#N)c2)cc1	12*	1	0.2	9	6	25	1	23*	-9

Later entries.
Value order – TRPML3 agonist	Wee1 degr inh	TNF necrop inh	PPC-1+TRAIL kill	Ba/F3 V617F tox	CHOP inhibitor	BaF3 tox	zfTRPN1 agonist	RBBP9 inh
> C=C(C)C1CC=C(C)/C(=N\NC(=O)CNc2ccccc2OC)C1 (configuration not stated)
→ -0.3	1	1.9	4	1	47	5	-1.4	-7
> O=C(Nc1cc(Cl)cc(Cl)c1)c1coc(=O)c(Br)c1
→ 0.9	14*	-10	25	-1	-6	-5	1.8	-5
> CCn1c(C)nc2cc(C(=O)NNC(=O)Nc3ccc(Cl)cc3)ccc21
→ 0.9	-2	-0.1	39	1	3	8	-0.2	-7
> CCCCc1c(O)nc(SCC(=O)c2ccccc2)n(-c2ccccc2OC)c1=O
→ -0.1	-2	3.4	9	-1	-2	-2	0.1	-2
> O=C1c2ccccc2C(=O)N1CC1=NCCc2ccccc21
→ 0.4	-1	0.9	-1	15	18	42*	0.6	-3
> Cc1ccc(CC2S/C(=N/c3ccccn3)NC2=O)cc1 (configuration not stated)
→ 0.5	0	0.0	10	0	7	5	0.4	-1
> CC1CCN(C(=O)COC(=O)CCc2c[nH]c3ccccc23)CC1
→ 1.3	-3	-0.5	0	-6	-4	-1	1.4	-1
> C=C1C(C(=O)Nc2ccc(F)cc2)C1C(=O)Nc1ccc(F)cc1 (configuration not stated)
→ 0.6	1	2.3	27	-1	3	1	-0.1	-4
> Cc1noc(C)c1C(=O)N1CCCc2ccccc21
→ -0.2	1	-0.5	6	2	31	2	1.4	-11
> CCOC(=O)c1ccc(N2C(=O)C=CC2=O)cc1
→ 0.4	-1	-24	15	-2	112*	3	0.2	-1
> COc1ccc(-c2cc(=Nc3c(C)n(C)n(-c4ccccc4)c3=O)c3ccccc3o2)cc1
→ 0.1	1	-1.6	-8	7	13	8	0.1	-10
> CC1CCN(c2cc(N)c(Cl)cc2[N+](=O)[O-])CC1
→ -1.0	-2	-2.7	-12	-3	47	3	-3.0	-1
> COc1cc(OC)c(OC)cc1/C=N/n1c(-c2n[nH]c3c2CCC3)n[nH]c1=S
→ 0.5	-1	-0.7	-2	-1	11	-2	0.4	-2
> O=C(NCc1cccnc1)c1ccc(COc2ccc(Cl)cc2Cl)o1
→ 2.0	-4	-3.7	2	3	26	8	3.5	-2
> COc1cccc(OC)c1C(=O)NC(C)C12CC3CC(CC(C3)C1)C2 (configuration not stated)
→ 0.3	4	-1.8	21	8	16	9	-0.6	-2
> Cc1cccc(-n2c(C)cc(C=C(C#N)C#N)c2C)c1
→ 0.5	-3	-0.3	16	3	17	7	0.3	-9
> Cn1cc(CCNCc2cn[nH]c2-c2ccc(-c3ccccc3)cc2)cn1
→ 0.3	3	4.1	-23	-2	-3	-1	0.6	-5
> CC(NC(=O)Cc1ccc(F)cc1)C(c1cccs1)N1CCN(C)CC1 (configuration not stated)
→ 1.1	0	-1.7	4	-4	-8	1	0.8	1
> O=C(CN1C(=O)c2ccccc2S1(=O)=O)NCc1ccco1
→ -0.2	0	-0.2	11	-1	2	4	0.1	-7
> CCCC(=O)NNC(=O)CCC(=O)NCc1ccccc1
→ 0.8	-3	-1.3	-11	-1	-16	-4	0.7	5
> c1ccc(CCNc2nc3ccccc3n3nnnc23)cc1
→ 0.8	-2	-0.7	16	0	-3	5	1.5	-9
